TrxR1 substrate: rat thioredoxin reductase 1 substrate activity; actives 0.01% (n = 390,000); purified TrxR1 substrate turnover, NADPH consumption readout; Potency, µM (series often up to 114 µM), without a hit: top-dose activity change, negative = substrate turnover; further: potency means the concentration at half of the fitted maximal effect; on the % scale 0 is the no-effect control and ±100 the full control effect; nearly all actives have a fitted effect of over 50% in size
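Rat TrxR1, dispensed at 90 nM, was prereduced with 400 uM NADPH (final) for 5 min at ~22 deg C, then incubated with compound 15 min before 400 uM selenite. A first-read NADPH fluorescence drop versus no-compound background flagged substrates.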
GRP78 ERSR act: inducers of ER stress response in human glioma cells; U87-MG GRP78 promoter luciferase reporter, 16 h; Potency, µM, without a hit: at the top dose activation, most hits filed as activators; actives 0.02% (n = 420,000); further: potency means the concentration at half of the fitted maximal effect; series mostly up to about 76 µM; % of control where 0% means no effect; nearly all actives have a fitted effect of over 35% in size
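ERSR induction read as luciferase luminescence (Bright-Glo, 10 min at room temperature) in stably transfected human U87-MG glioma cells exposed to compounds for 16 h, using GRP78 as sensor.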
USP1-UAF1 inh: blocks the human USP1/UAF1 deubiquitinase complex; AID 743255; O94782; recombinant USP1/UAF1, Ub-Rhodamine cleavage fluorescence; actives 0.23% (n = 390,000); Potency, µM (highest dose often 57.1 µM), for the others: at the top dose activity change, negative = inhibition, actives largely listed as inhibitors; further: potency means the concentration at half of the fitted maximal effect; on the % scale 0 is the no-effect control and ±100 the full control effect; nearly all actives have a fitted effect of over 60% in size; inactives centre near -12
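USP1/UAF1 complex (1 nM) preincubated 15 min at room temperature with compound, then Ub-Rho substrate (150 nM final) added. Kinetic fluorescence at 480/540 nm over 6 reads at 60 s intervals; 50 mM HEPES pH 7.8, 0.5 mM EDTA, 0.1 mg/ml BSA, 1 mM TCEP, 0.01% Tween-20.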
PI4K2A inh: PI4K2A (human) kinase inhibition | purified PI4K2A, ADP-Glo luminescence, 1 h; hits give low values | actives 0.13% (n = 420,000) | activity change, negative = inhibition, % at 76.9 µM | AID 1346378; in the data active means activity change below about -50%; inconclusive means mostly about -30% to -49%;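 further: -100% = wells without enzyme as full effect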
Target sequence (Q9BTU6 whole entry, looked up): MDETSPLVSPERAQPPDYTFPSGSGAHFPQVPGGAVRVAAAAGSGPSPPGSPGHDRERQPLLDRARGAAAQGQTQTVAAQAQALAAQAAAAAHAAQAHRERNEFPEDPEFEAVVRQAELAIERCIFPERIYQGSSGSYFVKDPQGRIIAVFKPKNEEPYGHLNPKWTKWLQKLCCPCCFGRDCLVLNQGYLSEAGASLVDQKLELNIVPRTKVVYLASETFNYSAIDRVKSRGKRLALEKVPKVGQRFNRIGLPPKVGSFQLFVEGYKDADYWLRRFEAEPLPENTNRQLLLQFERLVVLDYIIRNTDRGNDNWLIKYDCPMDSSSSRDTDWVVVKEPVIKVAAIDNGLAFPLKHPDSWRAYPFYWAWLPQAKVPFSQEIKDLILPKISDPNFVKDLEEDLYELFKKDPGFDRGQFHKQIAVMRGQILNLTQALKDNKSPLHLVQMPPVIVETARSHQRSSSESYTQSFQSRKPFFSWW
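In this quantitative HTS, ADP production by PI4K2A was quantified luminescently after 1 h at ambient temperature; 100 microM adenosine served as plate-quality control.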
Vif-APOBEC3G blk: Vif-A3G binding inhibition | HeLa A3G-eYFP + Vif (tagged APOBEC3G with the HIV-1 protein that degrades it), YFP fluorescence, overnight | Q9HC16 | AID 602310 | actives 0.076% (n = 410,000) | Potency, µM (highest dose often 46.1 µM), without a hit: top-dose activity, negative = active, actives largely listed as inhibitors;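 further: potency means the concentration at half of the fitted maximal effect; on the % scale 0 is the no-effect control and ±100 the full control effect; nearly all actives have a fitted effect of over 60% in size; hits raise eYFP signal because A3G escapes Vif-driven loss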
Target sequence (Q9HC16 whole entry, looked up): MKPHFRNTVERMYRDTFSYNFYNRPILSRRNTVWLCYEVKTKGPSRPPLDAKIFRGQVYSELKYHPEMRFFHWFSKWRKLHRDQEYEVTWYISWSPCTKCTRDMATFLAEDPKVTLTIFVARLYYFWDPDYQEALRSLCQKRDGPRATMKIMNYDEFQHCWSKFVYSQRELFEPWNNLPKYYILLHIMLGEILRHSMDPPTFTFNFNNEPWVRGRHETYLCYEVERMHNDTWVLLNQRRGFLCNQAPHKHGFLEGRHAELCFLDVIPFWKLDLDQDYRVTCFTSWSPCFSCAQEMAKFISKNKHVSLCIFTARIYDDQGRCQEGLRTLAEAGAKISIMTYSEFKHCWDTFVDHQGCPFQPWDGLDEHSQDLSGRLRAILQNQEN
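HeLa cells stably expressing Vif and C-terminally eYFP-tagged A3G, seeded overnight at 37 deg C, then exposed to compound by pintool overnight at 37 deg C. Rise in yellow fluorescence (Ex 488/Em 500-530, Acumen) marks blocked Vif-driven A3G degradation.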
LDHA block: inhibitors of human lactate dehydrogenase A. P00338. purified LDHA, NADH/diaphorase-resazurin fluorescence; hits give low values. activity change, % (values are at about 110 or 230 µM). actives 0.15% (n = 480,000). AID 1347041; in the data active means activity change below about -30%; inconclusive means mostly about -25% to -30%;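 further: plate controls were DMSO wells for no effect and wells without enzyme for full effect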
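Human LDH5 at 2 nM final in Tris HCl pH 7.4 with 0.06 mM NADH and 0.2 mM pyruvate, reacted 5 minutes at room temperature. Remaining NADH coupled via diaphorase/resazurin; resorufin fluorescence read at 0 and 20 minutes, normalized to enzyme-free and DMSO wells.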
RXFP1 agonist: agonists of human relaxin receptor RXFP1; HEK293T-RXFP1 cAMP TR-FRET, 30 min; response scale: percent of porcine relaxin response, buffer zero; Q9HBX9; Potency, µM (doses to about 57.5 µM), without a hit: top-dose activation, hits mostly activators; actives 0.3% (n = 370,000); AID 2676; further: potency means the concentration at half of the fitted maximal effect; on the % scale 0 is the no-effect control and ±100 the full control effect; nearly all actives have a fitted effect of over 60% in size; many of its hits are not listed in these tables
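HEK293T cells stably expressing RXFP1 were pretreated with the PDE4 inhibitor Ro 20174, exposed to compounds for 30 min at 37C, lysed, and cAMP was read by TR-FRET. Data normalized to buffer (basal) and 29 nM porcine relaxin (100%).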
mIDH1 inhibitor: blocks human mutant IDH1 R132H enzyme; AID 602179; actives 0.093% (n = 390,000); IDH1-R132H enzyme, NADPH consumption, diaphorase/resazurin fluorescence; O75874; Potency, µM (titrated, usually from 76.6 µM), for the others: top-dose activity change, negative = inhibition, actives largely listed as inhibitors; further: potency means the concentration at half of the fitted maximal effect; on the % scale 0 is the no-effect control and ±100 the full control effect; nearly all actives have a fitted effect of over 65% in size
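IDH1-R132H (0.5 ug/mL) preincubated 30 min with compound, then NADPH (0.016 mM) and alpha-KG (2 mM) added; 80 min at RT, pH 7.5. Remaining NADPH coupled via diaphorase/resazurin to fluorescence (540/590 nm); concentration-response curves normalized to no-enzyme control.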
Vif-A3F inh: blocks the Vif interaction with APOBEC3F. HeLa A3F-eYFP + Vif (tagged APOBEC3F with the HIV-1 protein that degrades it), YFP fluorescence increase. Potency, µM (top dose mostly 46.1 µM), without a hit: at the highest dose activity, negative = active. actives 0.2% (n = 390,000); further: potency means the concentration at half of the fitted maximal effect; % of control where 0% means no effect; nearly all actives have a fitted effect of over 65% in size
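HeLa cells stably expressing A3F-eYFP plus Vif, plated and incubated overnight at 37 deg C, then exposed to compounds overnight at 37 deg C. Blocked degradation read as raised yellow fluorescence (Ex 488/Em 500-530).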
Starred values were filed as active, the others as inactive; ? = inconclusive; . = not tested or not shown; & = joins results of further samples; [ ] = remark or other dose. Unless noted, the call rests on the fitted dose curve; in most records, active means well fitted curve in the direction sought with a large enough effect; inconclusive means small, poorly fitted or top-dose-only effect, or another doubt; inactive means no such curve, though single readings can be large; an effect the other way counts as inactive or inconclusive. A portion of the library, so the mix of outcomes need not match the whole.

SMILES	TrxR1 substrate	GRP78 ERSR act	USP1-UAF1 inh	PI4K2A inh	Vif-APOBEC3G blk	LDHA block	RXFP1 agonist	mIDH1 inhibitor	Vif-A3F inh
COc1ccc(C=C2CCC3C(=O)CCCC3(C)C2=O)cc1 (configuration not stated)	.	-7%	-4%	-2	-1%	-10	.	1%	0%
COc1ccc(CNC(=O)/C=C/[C@H]2O[C@@H](n3cnc4c(NC(=O)c5ccccc5)ncnc43)[C@H](O)[C@@H]2O)cc1	.	-4%	.	-4	0%	-10	.	.	.
CCN(CC)c1ccc(/C=N/Nc2nc3ccccc3[nH]2)cc1	1%	-1%	-13%	-1	-1%	-4	-0.7%	-1%	0%
CC(=O)Nc1nc(C)c(Oc2cccc(C(F)(F)F)c2)c(=O)[nH]1	6%[57.1 µM]	-2%	-8%	3	1%	0	-1.0%	4%	-15%
CC(NC(=O)Cn1nc(-c2ccccc2)ccc1=O)c1ccccc1 (configuration not stated)	3%	3%	-18%	2	-4%	-1	-0.9%	-3%	3%
COC(=O)/C=c1/sc2n(c1=O)CCN=2	19%	0%	-6%	-5	-6%	0	4.0%	-2%	-22%
O=c1[nH]c2ccccc2nc1Cc1ccc(Cl)cc1	12%[57.1 µM]	2%	-21%	0	-1%	-11	-0.5%	-2%	10%
CCN(CC)S(=O)(=O)c1cccc(C(=O)/C=C2/N(C)c3ccccc3C2(C)C)c1	7%	-3%	?	1	-1%	4	1.0%	1%	-20%
COc1cc(C(C)=O)ccc1Oc1ncnc2c1cnn2-c1ccccc1	-4%	-3%	-6%	2	3%	0	7.4%	0%	-8%
CC(NC(N)=O)C12CC3CC(CC(C3)C1)C2 (configuration not stated)	4%[57.1 µM]	1%	-5%	0	1%	-1	-0.8%	2%	-21%
CC(=O)c1cccc(NC(=O)c2ccc(C(=O)Nc3cccc(C(C)=O)c3)nc2)c1	-2%[57.1 µM]	-3%	-4%	-3	-8%	1	17%	3%	3%
Nc1cc(-c2ccc(Br)cc2)nn1Cc1ccccc1	-8%	7%	-6%	0	0%	-1	-0.8%	0%	5%
CCCOc1ccccc1NS(=O)(=O)c1ccc2[nH]c(=O)[nH]c2c1	7%[0.0914 µM]	-3%	-4%	-4	2%	-7	-0.8%	-4%	17%
Cc1ccc(S(=O)(=O)NCC(=O)NCC(=O)N2CCN(c3ncccn3)CC2)cc1C	7%	-5%	-4%	1	1%	-5	4.8%	1%	1%
CC(C)CCn1c(N2CCN(c3cccc(Cl)c3)CC2)nc2c1c(=O)[nH]c(=O)n2C	-5%	-4%	-10%	4	0%	-4&14	3.4%	-1%	-3%
CC(C)CN(C(=O)COC(=O)C(C)N1C(=O)c2ccccc2C1=O)c1c(N)n(Cc2ccccc2)c(=O)[nH]c1=O (configuration not stated)	-8%	-9%	-8%	1	1%	-5	0.6%	1%	-16%
COc1cc(NC(=S)Nc2ccc(Br)cc2Cl)c(OC)cc1Cl	-13%	-4%	-4%	3	-1%	0	-0.1%	6%	-15%
COc1ccc2c(c1)Cc1sc(NC(=O)c3cccc(F)c3)nc1-2	75%[activator]	0%	?	-23	6%	21	6.5%	46%[activator]	0%
O=C(Nc1ccccc1Cl)C1C2CCC3C(CCC21)C3(Cl)Cl (configuration not stated)	-15%	-2%	-2%	-1	0%	-10	2.1%	5%	1%
COc1ccnc(N=CNOCc2cccc(Cl)c2Cl)c1C#N	-6%	2%	-7%	0	0%	-4	5.4%	-1%	-13%
CCCCN1C(=N)N([C@@H](CN2CCC[C@H]2CN2C(N)=NC[C@@H]2Cc2ccccc2)C(C)C)C[C@H]1Cc1ccccc1	5%	-5%	-17%	4	3%	-4	.	0%	-10%
O=C(c1ccccc1Cl)N(Cc1ccc(Cl)c(Cl)c1)N1C(=O)CCCC1=O	-11%	-1%	-16%	3	-5%	-4	2.1%	2%	7%
O=C(CN1CCOCC1)Nc1c(Cl)cc(Cl)cc1Cl	2%	0%	-6%	4	2%	-4	0.2%	4%	-7%
Cc1cc(-n2c(C)nc3ccccc3c2=O)ccc1NC(=O)C(F)(F)F	1%[57.1 µM]	-2%	-11%	4	3%	-4	1.1%	-10%	-2%
COc1ccc(S(=O)(=O)Nc2cccc(S(=O)(=O)N(C)C)c2)cc1[N+](=O)[O-]	10%	-2%	-21%	-7	0%	2	.	3%	-16%
COc1cc2cc(CNc3ccccc3)c(=O)n(CC(=O)Nc3cc(C)cc(C)c3)c2cc1OC	1%	1%	?	-9	-5%	17	10%	13%	-3%
O=C(c1cc(F)ccc1F)C1CCCN(C(=O)CCc2cnccn2)C1 (configuration not stated)	-9%	-5%	-12%	-1	3%	-8	4.2%	0%	0%
CCOc1ccc(C(=O)N2CCC3(CC2)NCCc2[nH]cnc23)cc1	-6%	-3%	2%	5	2%	-2	0.5%	-1%	-15%
CCOC(=O)[C@@H]1[C@H]2COc3cc(OC)ccc3[C@H]2N2C(=O)N(c3cccc(F)c3)C(=O)[C@@]12C	4%	-1%	-18%	-1	1%	-2	.	10%	-13%
Cc1nn(-c2ccccc2)c(NC(=O)c2cccs2)c(-c2ccccc2Cl)c1=O	5%[57.1 µM]	-4%	?	-7	0%	-3	6.4%	10%	-4%
Cc1ccccc1C(=O)NNC(=O)CSc1nnc(C)n1-c1ccccc1	-2%[57.1 µM]	-3%	-7%	-3	-6%	3	0.0%	7%	-6%
CC1=C(C(=O)Nc2ccc(C)cc2C)C(c2ccccc2C)n2ncnc2N1 (configuration not stated)	-2%[57.1 µM]	-1%	-15%	-3	0%	-10	-0.9%	-3%	6%
Cc1ccccc1OCCNc1ccc(C(F)(F)F)cc1[N+](=O)[O-]	-12%	3%	-23%	0	-14%	0	2.1%	1%	-3%
CCOc1ccc(C(=O)NCCS(=O)(=O)N2CCN(c3ccccc3F)CC2)cc1OCC	4%[57.1 µM]	-1%	-9%	0	5%	2	3.3%	14%	-11%
CC(=O)c1ccc(NC(=O)CSc2nccn2C2CCCC2)cc1	4%[57.1 µM]	2%	-11%	0	3%	-7	1.0%	-7%	-6%
CC(C)N1CC(COc2ccc(Br)cc2)OC1=O (configuration not stated)	-5%	3%	-12%	-1	0%	-5	-1.2%	-6%	14%
CC1(C(=O)NCC2CCOCC2)Cc2c(-c3cccc(C(F)(F)F)c3)ccnc2O1 (configuration not stated)	.	0%	.	-3	?	-8	.	.	.
O=C(COc1ccc(F)cc1Cl)Nc1ccc(N2CCOCC2)cc1N1CCOCC1	0%	-4%	-1%	-3	1%	7	-1.0%	1%	-17%
COC[C@@H]1NS(=O)(=O)c2ccc(Br)cc2O[C@H]1c1ccccc1	-5%	-2%	-23%	-3	-6%	-4	.	-9%	6%
Nc1nc(N)nc(-c2cc(Cl)ccc2Cl)n1	4%	-7%&0%&-6%	-15%	-8&-2	-3%	-3	.	-13%	-5%
COc1ccc(CCN(C)C2CCCN(S(=O)(=O)N(C)C)C2)cc1OC (configuration not stated)	4%	-5%	-15%	3	8%	-1	.	0%	-19%
CN1CCCN(Cc2nc(-c3cccc(C(F)(F)F)c3)no2)CC1	7%	4%	-22%	3	6%	0	-1.1%	2%	3%
Cc1cc(C)n(-c2nc(NCCCN(C)C)c3c4c(sc3n2)CCCC4)n1	5%[57.1 µM]	-1%	-5%	2	2%	-3	10%	-3%	-18%
Cc1cc(Cl)cc(Cl)c1OCC(=O)NCc1ccco1	0%	-6%	-24%	4	-3%	2	-0.2%	0%	-8%
CCc1c(C)c2cc(Cl)c(O)c(CN(C)C)c2oc1=O	.	1%	-1%	0	0%	-3	20%	2%	5%
Cc1ccc(C)c(NC(=S)NC(NC(=O)N(C)C)C(Cl)(Cl)Cl)c1 (configuration not stated)	-4%	-4%	-18%	-1	3%	-1	10%	-2%	-6%
CC(=O)C1=C(c2ccccc2)OC(N)=C(C#N)C1c1ccccc1C (configuration not stated)	-3%	-4%	-18%	1	-1%	4	-0.1%	0%	-3%
CN(C)c1ccc(N=Nc2ccc(C(=O)O)cc2)cc1	-13%	-15%	-13%	-8	0%	22	-2.4%	7%	-1%
N/C(=N\OC(=O)Cc1ccccc1)c1cccnc1	6%	3%	1%	7	1%	0	1.0%	6%	-14%
Cc1ccc(N(CC(=O)Nc2ccc(C)cn2)S(=O)(=O)c2c(C)nn(C)c2C)cc1	7%	-4%	-6%	6	0%	-1	0.9%	2%	-3%
CCNc1c([N+](=O)[O-])c(=O)oc2ccccc12	0%	-4%	-15%	-4	0%	-2	12%	-3%	-18%

Limited to GRP78 ERSR act (2 entries from above):
smiles	GRP78 ERSR act
CN(C)c1ccc(N=Nc2ccc(C(=O)O)cc2)cc1	-15%
Cc1ccc(C)c(NC(=S)NC(NC(=O)N(C)C)C(Cl)(Cl)Cl)c1 (configuration not stated)	-4%

High-throughput results: PubChem BioAssay, National Center for Advancing Translational Sciences (NCATS)
